High-throughput results from PubChem.
V-ATPase pHluor = regulators of yeast V-ATPase proton pumping, primary screen, pHLuorin cytosolic pH fluorescence; response, % at 10 µM; hit rate 0.37% among 350,000; S. cerevisiae; in the data active = response mostly above about 7.3%, no sharp cut-off; inactive = mostly below about 5.4%; also: actives read high; inactives centre near 0; some compounds called inactive have numbers as strong as hits; reference of the scale not given here
HTR5A inv ctr = HTR5A inverse agonists in luminescence cell assay, primary screen, counter-screen for OPRM1-OPRD1 heterodimer inverse agonist project, full-deck HTS; HTR5A cell line, inverse agonism; hit rate 0.083% among 340,000; inhibition, % at 9.3 µM; in the data active = inhibition mostly above about 23%, no sharp cut-off; inactive = mostly below about 18%;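 also: 0% = cells with DMSO and 100% = no-cell wells with DMSO; some compounds called inactive have numbers as strong as hits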
cardiac RTF act = cardiac RTF calcium sensitivity activators, primary screen, biochemical, IANBD-TnC fluorescence, EC20 calcium. hit rate 0.24% among 340,000. activation, % at 7.2 µM. IANBD-labeled TnC RTF fluorescence at EC20 calcium; 0% EC20 calcium, 100% full calcium. Troponin I, cardiac muscle (Homo sapiens) + Troponin T, cardiac muscle (Homo sapiens) + …;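 active = activation above the mean over all tested compounds plus 3 SD, cut at about 30% in these data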;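 also: rise in fluorescence read as greater calcium sensitivity of cardiac thin filaments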
CAL-PDZ inh HTS = untagged CAL PDZ binding inhibitors, primary screen, biochemical, fluorescence polarization, HTS; Golgi-associated PDZ and coiled-coil motif-containing protein (Homo sapiens), Q9HD26; purified CAL PDZ, TMR-peptide fluorescence polarization, 1 h; inhibition, % at 24.9 µM; hit rate 0.92% among 300,000; AID 602252, 2012;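 active = mean inhibition of at least 30% with at least half of replicates also reaching 30%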;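 also: 0% = DMSO neutral control and 100% = excess unlabeled competitor peptide PRC23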
HTR5A ag = HTR5A agonists in luminescence cell assay, primary screen, counter-screen for OPRM1-OPRD1 heterodimer agonist project, full-deck HTS; cell-based; hit rate 0.61% among 340,000; activation, % at 9.3 µM; 5-hydroxytryptamine receptor 5A (Homo sapiens), P47898; in the data active = activation mostly above about 9.5%, no sharp cut-off; inactive = mostly below about 7.6%;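 also: 0% = cells with vehicle only and 100% = reference agonist; strong numbers were not always called active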
OPRM1-OPRD1 ag = agonists of OPRM1-OPRD1 heterodimerization, primary screen, cell-based, luminescence | activation, % at 9.3 µM | hit rate 0.3% among 340,000 | cells; in the data active = activation above about 18%;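 also: 0% = vehicle-treated cells and 100% = reference agonist; values of inactives mirror those of a sister screen read the other way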
Target sequence (P35372 whole entry, looked up): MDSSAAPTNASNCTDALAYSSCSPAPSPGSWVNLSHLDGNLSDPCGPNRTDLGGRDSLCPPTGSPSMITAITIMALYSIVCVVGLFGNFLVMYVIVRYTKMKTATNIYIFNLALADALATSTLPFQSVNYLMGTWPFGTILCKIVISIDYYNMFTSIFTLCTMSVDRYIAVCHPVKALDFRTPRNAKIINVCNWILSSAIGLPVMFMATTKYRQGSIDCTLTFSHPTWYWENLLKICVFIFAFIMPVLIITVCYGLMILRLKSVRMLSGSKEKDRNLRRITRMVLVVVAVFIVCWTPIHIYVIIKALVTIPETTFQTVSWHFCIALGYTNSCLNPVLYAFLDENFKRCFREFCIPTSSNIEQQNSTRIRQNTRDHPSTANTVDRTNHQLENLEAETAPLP
Target sequence (P41143 whole entry, looked up): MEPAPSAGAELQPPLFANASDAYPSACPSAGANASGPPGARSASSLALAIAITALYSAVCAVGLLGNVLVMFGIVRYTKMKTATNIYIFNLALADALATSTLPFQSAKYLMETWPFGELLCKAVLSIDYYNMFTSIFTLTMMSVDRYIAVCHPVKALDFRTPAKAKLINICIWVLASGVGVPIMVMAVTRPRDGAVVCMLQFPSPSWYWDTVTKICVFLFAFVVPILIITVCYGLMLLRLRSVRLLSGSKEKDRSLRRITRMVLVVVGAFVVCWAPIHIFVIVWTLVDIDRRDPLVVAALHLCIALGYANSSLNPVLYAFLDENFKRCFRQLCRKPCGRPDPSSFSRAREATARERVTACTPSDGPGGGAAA
Keap1-Nrf2 PPI = Keap1-Nrf2 protein-protein interaction inhibitors, primary screen, biochemical, fluorescence polarization, single point; Kelch-like ECH-associated protein 1 (Homo sapiens), Q14145; Keap1 Kelch-Nrf2 peptide fluorescence polarization, 1536-well; inhibition, % at 9.4 µM; hit rate 0.15% among 340,000; AID 504523, 2011; in the data active = inhibition above about 12%;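 also: human Keap1 Kelch domain with fluorescein labeled Nrf2 9mer peptide probe; 0% = neutral control wells and 100% = peptide positive control; higher means more block of Keap1 binding to Nrf2 peptide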
Cardiac RTF inh = cardiac RTF calcium sensitivity inhibitors, primary screen, biochemical, IANBD-TnC fluorescence, EC70 calcium. Troponin I, cardiac muscle (Homo sapiens) + Troponin T, cardiac muscle (Homo sapiens) + …. IANBD-labeled cardiac RTF, Ca2+ fluorescence. inhibition, % at 7.15 µM. hit rate 0.12% among 340,000;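 active = inhibition above the mean inhibition of all tested compounds plus 3 SD, cut at about 17% in these data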;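 also: assay run at fixed EC70 calcium of 1.6 mM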
LANA DNA inh = inhibitors of KSHV C-LANA binding to DNA, primary screen, biochemical, fluorescence polarization, FAM-LBS DNA, MBP-C-LANA, single point; Kaposi's sarcoma herpesvirus LANA C-terminal domain (residues 932-1162) DNA binding; inhibition, % at 9 µM; hit rate 0.078% among 340,000;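 active = highest replicate inhibition at or above 60% at 9 µM, even if other replicates fall short; inactive = all replicates below 60% inhibition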;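 also: 0% = neutral control wells and 100% = 4 µM acridine orange control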
MOR-DOR inv ag = inverse agonists of MOR-DOR heterodimerization, primary screen, cell-based, luminescence; hit rate 0.21% among 340,000; Mu-type opioid receptor (Homo sapiens) + Delta-type opioid receptor (Homo sapiens), …; cell-based MOR-DOR heterodimer luminescence, inverse agonism; inhibition, % at 9.3 µM; in the data active = inhibition above about 22%, passing the limit was not always enough;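 also: 0% = cells with DMSO and 100% = wells without cells with DMSO; values of inactives mirror those of a sister screen read the other way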
Active calls of the source: *; nt = no result given.

SMILES	V-ATPase pHluor	HTR5A inv ctr	cardiac RTF act	CAL-PDZ inh HTS	HTR5A ag	OPRM1-OPRD1 ag	Keap1-Nrf2 PPI	Cardiac RTF inh	LANA DNA inh	MOR-DOR inv ag
COc1ccc(N(CCC(=O)NCCc2ccccc2)S(=O)(=O)c2ccc(C)cc2C)cc1	1	10	1	-8	-4	-2.0	-1	10	-0.5	8
O=C(CSc1ccc2c(c1)OCCO2)N1CCN(c2ccccc2O)CC1	-1	3	-7	-4	-1	2.4	-6	-2	-0.8	-16
COCC1CCCCN1C(=O)c1cc(COc2ccc3ncccc3c2)on1 (configuration not stated)	0	-26	5	-2	7	0.6	-5	3	0.9	-3
CNC(=O)c1cnc(-c2ccccc2)nc1-c1ccccc1	1	1	2	-4	0	-3.0	-3	1	2.2	14
Cc1ccccc1CNCc1ccc2c(c1)OCO2	4	1	-9	-3	0	-1.2	0	-2	-0.8	5
CCOC(=O)C1=C(CSc2n[nH]c(N)n2)NC(=O)NC1C (configuration not stated)	3	-5	4	-2	2	-1.2	0	-9	2.6	5
Cc1ccc(S(=O)(=O)Nc2ccccc2C(=O)N2CCCCC2C)c(C)c1NS(C)(=O)=O (configuration not stated)	3	13	-5	-1	-5	1.7	-5	-4	0.8	-12
CC(C)(C)NC(=O)C[C@H]1C[C@H](C(=O)N2CCOCC2)[C@@]2(CCC3CCCC3)c3[nH]c4cc(-c5ccco5)ccc4c3CCN2C1=O	3	-14	2	-1	4	-2.2	-4	-5	-0.1	11
CCOC(=O)N1CCC(NC(=O)c2ccc(CS(=O)c3ccc(Cl)cc3)o2)CC1 (configuration not stated)	-2	10	-1	0	-1	-3.0	-1	-2	0.9	16
O=C(CN(C(=O)CCC(=O)Nc1nccs1)c1ccc2c(c1)OCCO2)NCc1ccco1	0	5	3	-11	-2	-0.6	0	-3	0.4	3
Cc1ccc(N=C2NC(=O)/C(=C/c3cccn3C)S2)cc1	3	-2	5	nt	8	-2.9	-6	-3	-1.4	15
O=C(Nc1ccc2c(c1)OCO2)c1ccccc1	3	9	6	-2	-4	0.4	-1	-4	2.2	-2
CC(C)(C)OC(=O)C[C@H]1C/C=C\C[C@@H](CC(=O)N(CCO)Cc2ccccc2)C(=O)N[C@@H](c2ccccc2)COC1=O	0	0	0	2	-5	-2.8	4	-7	-0.6	16
CCC(CC)c1nnc(NC(=O)C2CCCO2)s1 (configuration not stated)	-2	12	-2	-4	-5	-0.7	0	-13	0.0	3
CCCN1CC(=O)N2C(c3ccccc3)c3[nH]c4ccccc4c3C[C@H]2C1=O (some centres not stated)	2	-6	-1	-4	2	0.3	1	-2	-2.5	-1
CCCCn1c(-c2ccco2)nc2oc3ccccc3c(=O)c2c1=O	2	-1	0	3	-1	-2.3	1	-6	1.8	11
CCCN(CCC)S(=O)(=O)c1cc(CN2C(=O)c3cccnc3C2=O)ccc1OC	1	-21	-3	-5	6	0.8	-3	-2	0.4	-4
Cc1ccc(S(=O)(=O)NCCOc2nc(N(C)C)nc(N(C)C)n2)cc1	4	3	-1	0	-1	-0.2	-2	6	-0.3	1
CCOc1ccccc1N1C(=O)CC(Sc2nccc(C)n2)C1=O (configuration not stated)	5	9	-2	1	-2	1.0	2	-16	0.4	-5
Cc1c(C(=S)Nc2ccccc2)cnn1-c1ccccc1	-1	4	-11	0	-1	-3.2	-4	0	1.0	16
CCOC(=O)C1=C(CN2CCN(C(=O)c3ccco3)CC2)NC(=O)NC1c1ccc(F)cc1 (configuration not stated)	3	1	2	0	0	-2.2	-3	6	-0.1	11
COCCn1c(-c2ccccc2)nc2oc3cc(OC)ccc3c(=O)c2c1=O	-7	11	-1	5	2	-2.6	-1	-2	-0.4	13
CNC(=S)N1CCC(NC(=O)C(Cc2ccc(OC)cc2)NC(C)=O)CC1 (configuration not stated)	11	-4	-3	nt	0	-0.1	1	3	-1.9	0
CCCN(C(=O)CCNC(=O)Cn1cnc2ccccc2c1=O)c1cccc(C)c1	2	-4	-1	0	1	1.2	-1	-18	1.4	-10
O=C1Cc2ccccc2Sc2ccc(O)cc21	4	-12	3	0	3	0.3	0	-5	-0.7	-2

Other results:
SMILES	V-ATPase pHluor	HTR5A inv ctr	cardiac RTF act	CAL-PDZ inh HTS	HTR5A ag	OPRM1-OPRD1 ag	Keap1-Nrf2 PPI	Cardiac RTF inh	LANA DNA inh	MOR-DOR inv ag
O=C(NC(=S)NC1CCSC1=O)c1cccs1 (configuration not stated)	8.3*	-15	-1	-1	4	-1.8	-5	1	0.3	10
O=C(O)COc1ccc(/C=N/NC(=O)COc2nsnc2N2CCOCC2)cc1	0	-24	-5	14	9	0.0	3	2	-0.5	0
CCc1n[nH]c(=S)n1/N=C/c1cc(Br)c(O)c(OC)c1	2	-12	2	4	0	0.6	0	-2	-0.3	-3
COc1ccccc1-c1nnc(NC(C)=O)s1	6	1	-2	-3	0	-1.3	3	-2	-0.6	6
O=C(O)CC(CP(=O)(c1ccccc1)c1ccccc1)C(=O)O (configuration not stated)	0	-25	-3	-2	4	0.7	2	3	-0.7	-4
CCCC(C(=O)NC1CCCC1)N(Cc1ccc(F)cc1)C(=O)c1snc(C(N)=O)c1N (configuration not stated)	0	9	0	nt	-3	0.1	-1	-19	-0.4	-1
COc1ccc(C(=O)Cn2c(NCCO)nc3ccccc32)cc1OC	-3	-6	1	-6	3	-0.3	3	7	-0.3	2
CC(C)Nc1nc(NC(C)C)nc(OCCOC(=O)Nc2ccccc2)n1	6	-16	1	nt	5	0.9	3	0	-0.4	-5
C1CN(CC2CCN(c3nc4nonc4nc3N3CCSCC3)CC2)CCO1	3	-25	7	-1	2	-2.3	-1	-5	1.4	11
CCOC(=O)c1ncn2c1C(=O)OC2(C)C	2	-6	5	-3	2	-0.1	-29	-9	-2.1	1
C/C(N)=C(/C#N)C(=O)COC(=O)c1ccc(NC(N)=O)cc1	-7	15	3	4	8	-1.7	0	-2	0.6	9
O=S(=O)(c1ccccc1F)N1CCC(c2nc3ccccc3[nH]2)CC1	2	9	-1	-3	-4	-1.0	4	3	-0.1	6
NC(=O)C1CCCN(C(=O)c2ccc(Cl)cc2)C1 (configuration not stated)	1	-17	-1	nt	1	-2.6	-1	-4	0.5	13
COc1ccc(OC)c(CC(=O)Nc2cc(S(=O)(=O)N3CCCCC3)ccc2C)c1	1	9	-3	7	-4	0.2	3	0	-0.1	-1
CCC(C)COC(=O)c1ccc(C(=O)O)cc1 (configuration not stated)	-2	-7	-9	-3	2	-2.6	-1	2	-0.3	13
O=C(Nc1ccc(S(=O)(=O)N2CCCC2)cc1)c1c(F)cccc1F	7	-5	-2	-3	5	-1.1	-7	-1	-2.9	6
CC1(C)C2CC=C(/C=N/NC(=O)c3ccccc3Br)C1C2 (configuration not stated)	-2	12	-7	0	7	3.1	-1	-15	0.7	-22
CCOC(=O)C1CCN(C(=O)c2ccc(S(=O)(=O)Nc3ccccc3Cl)cc2)CC1	4	-7	4	-3	2	0.9	-1	-5	1.0	-6
COc1ccc(OC)c(NC(=O)c2c(NC(=O)CCC(=O)O)sc3c2CCCCC3)c1	-1	1	-6	-1	2	2.5	1	2	2.0	-14
O=S(=O)(NCc1ccncc1)c1ccccc1	1	3	2	-7	-2	-1.4	-4	0	0.8	9
COc1ccc(-c2sc3cc(OC)ccc3c2-c2ccc(OCCN3CCOCC3)cc2)cc1	-1	-15	-3	-1	4	4.6	4	-7	-0.2	-22
COc1cc(/C=N/n2nnnc2N)ccc1OCc1c(C)no[n+]1[O-]	1	-29	-4	-7	-2	-0.7	0	9	1.7	3
O=C(CNC(=O)c1ccc(-c2ccccc2)cc1)OCc1c(Cl)cccc1Cl	-2	-11	-5	-1	4	-1.6	-1	-8	0.6	8
O=C(O)c1ccn(CSc2cc(Cl)ccc2Cl)n1	0	6	-2	-5	-2	-1.7	1	-2	-3.1	7
C=Cn1c(C(=O)O)ccc1-c1ccc(CC)cc1	-2	-28	0	9	-4	-2.0	0	-15	-0.9	10
Cc1ccc(-c2ocnc2C(=O)N2CCOCC2)cc1	-2	-14	-6	-4	4	-1.7	0	-9	2.4	8
COc1cccc(-n2c(N)cc(=O)nc2SCC(=O)N2CCN(c3ccccc3)CC2)c1	1	-8	2	-5	5	-0.8	-3	-5	1.0	4
C[C@H]1CC[C@]2(O[C@H](CCO)C[C@@H](O)[C@@H]2O)O1	0	-4	2	-3	2	-0.8	-1	-1	3.4	5
NC1=NC(=O)C(CC(=O)Nc2ccc3c(c2)OCO3)S1 (configuration not stated)	-1	-30	3	3	1	0.6	-5	-8	-1.6	-4

Eight compounds already listed, arranged by length of the SMILES, rising:
SMILES	V-ATPase pHluor	HTR5A inv ctr	cardiac RTF act	CAL-PDZ inh HTS	HTR5A ag	OPRM1-OPRD1 ag	Keap1-Nrf2 PPI	Cardiac RTF inh	LANA DNA inh	MOR-DOR inv ag
CCC(CC)c1nnc(NC(=O)C2CCCO2)s1 (configuration not stated)	-2	12	-2	-4	-5	-0.7	0	-13	0.0	3
O=C(O)CC(CP(=O)(c1ccccc1)c1ccccc1)C(=O)O (configuration not stated)	0	-25	-3	-2	4	0.7	2	3	-0.7	-4
COCC1CCCCN1C(=O)c1cc(COc2ccc3ncccc3c2)on1 (configuration not stated)	0	-26	5	-2	7	0.6	-5	3	0.9	-3
COCCn1c(-c2ccccc2)nc2oc3cc(OC)ccc3c(=O)c2c1=O	-7	11	-1	5	2	-2.6	-1	-2	-0.4	13
O=C(O)COc1ccc(/C=N/NC(=O)COc2nsnc2N2CCOCC2)cc1	0	-24	-5	14	9	0.0	3	2	-0.5	0
C[C@H]1CC[C@]2(O[C@H](CCO)C[C@@H](O)[C@@H]2O)O1	0	-4	2	-3	2	-0.8	-1	-1	3.4	5
COc1ccc(-c2sc3cc(OC)ccc3c2-c2ccc(OCCN3CCOCC3)cc2)cc1	-1	-15	-3	-1	4	4.6	4	-7	-0.2	-22
CCOC(=O)C1=C(CN2CCN(C(=O)c3ccco3)CC2)NC(=O)NC1c1ccc(F)cc1 (configuration not stated)	3	1	2	0	0	-2.2	-3	6	-0.1	11
